Compound activity: PubChem BioAssay, National Center for Advancing Translational Sciences (NCATS)
Vif-APOBEC3F blk: inhibitors of Vif-A3F interaction. AID 602313. hit rate 0.2% among 390,000. HeLa A3F-eYFP + Vif (tagged APOBEC3F with the HIV-1 protein that degrades it), YFP fluorescence increase. Potency, µM (titrated, usually from 46.1 µM), for inactives: top-dose activity, negative = active; note: potency is the fitted concentration of half-maximal effect; % of control where 0% means no effect; nearly all actives have a fitted effect of over 65% in size
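HeLa cells stably expressing Vif plus C-terminally eYFP-tagged A3F were seeded, incubated overnight at 37 deg C, dosed with compound, incubated overnight again at 37 deg C. Yellow fluorescence (Ex 488/Em 500-530) reported blocked Vif-mediated A3F-eYFP degradation.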
LDHA block: inhibitors of human lactate dehydrogenase A; purified LDHA, NADH/diaphorase-resazurin fluorescence; hits give low values; hit rate 0.15% among 480,000; P00338; activity change, % (values are at about 110 or 230 µM); in the data active = activity change below about -30%; inconclusive = mostly about -25% to -30%;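 note: plate controls were DMSO wells for no effect and wells without enzyme for full effect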
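Human LDH5 at 2 nM final in Tris HCl pH 7.4 with 0.06 mM NADH and 0.2 mM pyruvate, reacted 5 minutes at room temperature. Remaining NADH coupled via diaphorase/resazurin; resorufin fluorescence read at 0 and 20 minutes, normalized to enzyme-free and DMSO wells.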
Glioma ERSR ind: inducers of ER stress response in human glioma cells | U87-MG GRP78 promoter luciferase reporter, 16 h | Potency, µM, for inactives: top-dose activation, most hits filed as activators | hit rate 0.02% among 420,000; note: potency is the fitted concentration of half-maximal effect; series mostly up to about 76 µM; % of control where 0% means no effect; nearly all actives have a fitted effect of over 35% in size
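ERSR induction read as luciferase luminescence (Bright-Glo, 10 min at room temperature) in stably transfected human U87-MG glioma cells exposed to compounds for 16 h, using GRP78 as sensor.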
D1 agonist: human D1 receptor agonism | P21728 | HEK293 T-REx D1 cells, calcium flux, agonist mode | activation, % at 2 µM | hit rate 1% among 360,000 | AID 504660; in the data active = activation above about 30%; note: 0% is about no effect
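Inducible HEK293 T-REx D1 cells, force-coupled to calcium signalling, were plated at 4000 cells/well with tetracycline and held overnight at 30 C. After no-wash calcium dye loading, compound-evoked calcium rise over 180 s flagged agonists.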
RXFP1 ag: RXFP1 (human) receptor agonism; hit rate 0.3% among 370,000; Potency, µM (series often up to 57.5 µM), without a hit: at the highest dose activation, most hits filed as activators; AID 2676; HEK293T-RXFP1 cAMP TR-FRET, 30 min; response scale: percent of porcine relaxin response, buffer zero; note: potency is the fitted concentration of half-maximal effect; % is set by controls: 0 for no effect and ±100 for the full control effect; nearly all actives have a fitted effect of over 60% in size; many of its hits are not listed in these tables
Target sequence (Q9HBX9 whole entry, looked up): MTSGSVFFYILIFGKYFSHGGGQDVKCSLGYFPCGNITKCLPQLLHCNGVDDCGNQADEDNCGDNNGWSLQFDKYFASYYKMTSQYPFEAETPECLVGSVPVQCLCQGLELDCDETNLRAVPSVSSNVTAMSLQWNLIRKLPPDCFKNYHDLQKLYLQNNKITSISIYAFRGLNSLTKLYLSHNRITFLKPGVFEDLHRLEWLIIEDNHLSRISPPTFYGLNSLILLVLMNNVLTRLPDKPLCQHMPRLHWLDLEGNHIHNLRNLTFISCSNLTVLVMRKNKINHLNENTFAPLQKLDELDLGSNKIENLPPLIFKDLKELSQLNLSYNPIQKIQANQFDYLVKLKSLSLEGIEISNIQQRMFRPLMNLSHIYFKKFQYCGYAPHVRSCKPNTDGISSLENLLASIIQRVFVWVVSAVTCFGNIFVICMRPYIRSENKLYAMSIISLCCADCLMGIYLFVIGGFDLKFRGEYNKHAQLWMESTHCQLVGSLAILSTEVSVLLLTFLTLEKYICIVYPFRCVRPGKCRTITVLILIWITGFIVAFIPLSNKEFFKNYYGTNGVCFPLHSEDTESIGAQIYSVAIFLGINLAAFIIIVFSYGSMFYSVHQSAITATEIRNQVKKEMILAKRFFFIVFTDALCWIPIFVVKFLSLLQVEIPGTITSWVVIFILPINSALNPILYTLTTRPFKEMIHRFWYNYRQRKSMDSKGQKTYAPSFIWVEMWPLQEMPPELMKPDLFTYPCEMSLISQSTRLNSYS
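HEK293 cells stably expressing RXFP1, treated 30 min at 37C with compounds plus PDE4 inhibitor Ro 20174; cAMP measured by HTRF TR-FRET. Normalized to buffer and 29 nM porcine relaxin; EC50 by Hill fit.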
D1 PAM: human D1 dopamine receptor positive modulation; HEK293 TREx D1 cells, calcium flux, dopamine EC20 potentiation; AID 504651; P21728; potentiation, % at 10 µM; hit rate 0.036% among 360,000; in the data active = potentiation above about 30%; note: 0% is about no effect
Vif-A3G inh: inhibitors of Vif-APOBEC3G interaction; HeLa A3G-eYFP + Vif (tagged APOBEC3G with the HIV-1 protein that degrades it), YFP fluorescence, overnight; Potency, µM (highest dose often 46.1 µM), for the others: at the top dose activity, negative = active, hits mostly inhibitors; hit rate 0.076% among 410,000; AID 602310;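 note: potency is the fitted concentration of half-maximal effect; % is set by controls: 0 for no effect and ±100 for the full control effect; nearly all actives have a fitted effect of over 60% in size; hits raise eYFP signal because A3G escapes Vif-driven loss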
Target sequence (Q9HC16 whole entry, looked up): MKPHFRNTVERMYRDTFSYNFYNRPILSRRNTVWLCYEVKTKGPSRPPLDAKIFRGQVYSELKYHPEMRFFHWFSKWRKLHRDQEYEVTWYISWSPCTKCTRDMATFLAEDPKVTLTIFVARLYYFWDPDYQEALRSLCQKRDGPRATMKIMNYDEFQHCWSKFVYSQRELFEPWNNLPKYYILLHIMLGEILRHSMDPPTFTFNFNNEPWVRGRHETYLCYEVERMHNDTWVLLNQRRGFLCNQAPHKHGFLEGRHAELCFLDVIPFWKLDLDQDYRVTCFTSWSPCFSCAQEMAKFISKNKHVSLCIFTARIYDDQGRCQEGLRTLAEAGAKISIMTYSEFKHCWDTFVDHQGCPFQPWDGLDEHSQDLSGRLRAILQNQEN
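Read-out is eYFP fluorescence (Ex 488/Em 500-530) from Vif-expressing HeLa A3G-eYFP cells; more signal means A3G escaped Vif-mediated degradation. Cells plated overnight, compound pinned in, incubated overnight at 37 deg C.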
D1 antagonist: human D1 dopamine receptor antagonism; HEK293 TREx D1 cells, calcium flux, dopamine EC80; hits give low values; activity change, negative = inhibition, % at 10 µM; hit rate 3.2% among 360,000; AID 504652; in the data active = activity change below about -30%; note: % is set by controls: 0 for no effect and ±100 for the full control effect
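Using tetracycline-induced force-coupled D1 Hek293 cells and a calcium dye, signals were followed for 180 s after compound, then for 180 s after EC80 dopamine, to detect inhibitors.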
D2 PAM: positive allosteric modulators of human D2 dopamine receptor. P14416. potentiation, % at 10 µM. hit rate 0.34% among 340,000. HEK293 T-REx D2, calcium flux, EC20 dopamine potentiation;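 active = potentiation over 3 SD above the plate norm, cut at about 30% in these data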; note: 0% is about no effect
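Potentiation of an EC20 dopamine calcium response measured kinetically over 180 s, after a preceding 180 s compound-only read flagging agonists. Cells: inducible Hek293 Trex D2 line, 4000/well, cultured overnight at 30 C before dye loading.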
The depositor's hits bear a star; ? = inconclusive; nt = not tested or not shown; & = joins results of further samples. Unless noted, calls come from the whole dose curve; as a rule, active = well fitted curve in the direction sought with a large enough effect; inconclusive = small, poorly fitted or top-dose-only effect, or another doubt; inactive = no such curve, though single readings can be large; an effect the other way counts as inactive or inconclusive.

SMILES,LDHA block,D1 PAM,Vif-APOBEC3F blk,D1 antagonist,D2 PAM,RXFP1 ag,D1 agonist,Glioma ERSR ind,Vif-A3G inh
COc1ccc(C(=O)NCCn2cc(SCc3cc(C)ccc3C)c3ccccc32)cc1,7.5,-3.0,0.7%,-7.1,-0.6,-0.9%,-1.5,-4.0%,0.5%
COc1ccc(N2CCN(C(=O)COC(=O)c3ccccc3OCc3ccc(F)cc3)CC2)cc1,3.9,-0.3,1.8%,-17.9,-9.9,0.1%,2.3,1.3%,1.6%
COc1ccccc1NC(=O)NNC(=O)CN1C(=O)COc2ccccc21,-14.4,-1.7,-20.9%,-14.8,7.0,0.0%,-0.1,-4.8%,0.0%
CCn1cc(C(=O)N[C@H](C(=O)NCCCn2ccnc2)C(C)C)c(=O)c2cc3c(cc21)OCO3,0.5,-4.4,-0.2%,-8.5,-0.9,2.5%,1.6,-0.5%,-0.3%
COc1nc(Oc2ccc(C(=O)OCC(N)=O)cc2)nc(N(C)C)n1,-5.2,-4.0,1.5%,-14.3,6.2,-3.1%,2.6,-2.1%,-0.5%
CCN(CC)CCCN(Cc1cc2cc3c(cc2[nH]c1=O)OCCO3)C(=O)Nc1ccccc1,-2.6,-1.7,nt,-8.3,-8.5,-1.0%,2.0,-5.1%,-5.5%
CN(C)c1ccc(CN(C(=O)c2ccco2)C2CCS(=O)(=O)C2)cc1 (configuration not stated),2.3,2.2,6.4%,-0.6,13.4,0.4%,3.2,1.5%,-2.2%
COc1ccc(Nc2ccnc(Nc3ccc(OC)cc3)n2)cc1,-1.3,-6.7,11.9%,-21.8,nt,5.6%,12.2,-3.4%,-0.7%
O=C(O)c1cccnc1SC1CC(=O)N(c2ccccc2)C1=O (configuration not stated),-6.4,-5.5,4.5%,-3.0,-2.3,5.5%,3.1,-5.1%,0.9%
COc1ccc(NC(=O)CCN2CCN(S(=O)(=O)c3ccc(Br)cc3)CC2)cc1,1.0,-1.9,0.1%,-1.4,nt,1.5%,1.2,-4.1%,-0.8%
O=c1[nH]c2ccccc2nc1/C=C/c1ccc(F)cc1,-3.9,-4.8,?,-8.6,16.6,0.9%,35.3*,1.9%,?
CC(C)(C)c1ccc(S(=O)(=O)NCCOCC(F)(F)C(F)F)cc1,0.4,-9.2,-4.1%,-17.5,-5.5,-0.3%,4.4,-6.3%,0.9%
CCC(C)[C@H](NC(=O)OC(C)(C)C)c1nnc(SCc2c(C)[nH]c(=O)[nH]c2=O)o1 (some centres not stated),-3.5,-1.3,nt,17.4,-5.5,0.1%,-1.2,-2.7%,-2.2%
C=C(C)c1cccc(C(C)(C)NC(=O)Nc2cc(C)ccc2OC)c1,-11.1,-2.4,-9.1%,-8.1,7.7,-1.0%,0.6,-2.9%,0.0%
O=C1CNC(=S)N1C1CCCCCC1,-10.4,-2.4,0.0%,-1.2,-14.8,-6.1%,0.1,-3.6%,-2.9%
COc1ccc(CC(=O)N2CCN(c3ccccc3)CC2)cc1,1.1,3.9,-1.0%,1.4,nt,1.4%,3.1,-0.8%,-0.7%
O=C1N=NC2=C1c1c3ccccc3c(O)n1CC2,1.4,2.7,-0.8%,-18.2,2.0,-1.3%,0.2,-3.0%,-2.7%
CC1SCC(NC(=O)c2ccc(Cl)cc2)CS1 (configuration not stated),-5.6,1.2,-18.0%,-15.0,0.3,-0.6%,0.5,4.1%,0.1%
COc1ccccc1NC(=S)Nc1cccc2cnccc12,7.7,3.2,0.5%,-8.8,6.7,-0.9%,3.4,-5.4%,-5.3%
Fc1nc(N2CCCC2)c(F)c(Oc2ccccc2Oc2c(F)c(F)nc(N3CCCC3)c2F)c1F,3.1,-4.0,-0.6%,16.2,1.9,-3.0%,1.4,-3.3%,0.2%

Pulled by structure from above, 2 records:
SMILES,LDHA block,D1 PAM,Vif-APOBEC3F blk,D1 antagonist,D2 PAM,RXFP1 ag,D1 agonist,Glioma ERSR ind,Vif-A3G inh
COc1ccccc1NC(=O)NNC(=O)CN1C(=O)COc2ccccc21,-14.4,-1.7,-20.9%,-14.8,7.0,0.0%,-0.1,-4.8%,0.0%
COc1nc(Oc2ccc(C(=O)OCC(N)=O)cc2)nc(N(C)C)n1,-5.2,-4.0,1.5%,-14.3,6.2,-3.1%,2.6,-2.1%,-0.5%

An excerpt of these results, with two lines to a compound.
Sequence of screens – LDHA block, D1 PAM, Vif-APOBEC3F blk, D1 antagonist, D2 PAM, RXFP1 ag, D1 agonist, Glioma ERSR ind, Vif-A3G inh
> O=c1[nH]c2ccccc2nc1/C=C/c1ccc(F)cc1
 : -3.9, -4.8, ?, -8.6, 16.6, 0.9%, 35.3*, 1.9%, ?
> O=C(O)c1cccnc1SC1CC(=O)N(c2ccccc2)C1=O (configuration not stated)
 : -6.4, -5.5, 4.5%, -3.0, -2.3, 5.5%, 3.1, -5.1%, 0.9%
> C=C(C)c1cccc(C(C)(C)NC(=O)Nc2cc(C)ccc2OC)c1
 : -11.1, -2.4, -9.1%, -8.1, 7.7, -1.0%, 0.6, -2.9%, 0.0%

Other compounds.
SMILES,LDHA block,D1 PAM,Vif-APOBEC3F blk,D1 antagonist,D2 PAM,RXFP1 ag,D1 agonist,Glioma ERSR ind,Vif-A3G inh
Cc1ccc(CN2CCNC(=O)C2CC(=O)N2CCN(c3ncccn3)CC2)o1 (configuration not stated),-4.7,6.0,8.4%,12.1,-8.4,-0.4%,0.5,-1.5%,1.9%
O=C(NC1CCCC1)C(c1ccccn1)N(C(=O)c1csnn1)C1CC1 (configuration not stated),-5.3,3.1,-7.5%,-24.0,nt,1.9%,4.2,-1.4%,0.5%
CSc1nc2c(c(=O)[nH]1)C(c1ccncc1)C(C(=O)OC(C)C)=C(C)N2 (configuration not stated),-4.5&1.4,4.2,-8.5%,-8.4,nt,4.2%,1.1,-1.8%,1.2%
O=C(OCC(=O)N1CCCC1)c1ccc(S(=O)(=O)N2CCOCC2)cc1,-1.4,-0.3,-1.3%,9.9,-4.3,2.5%,4.0,-6.2%,-8.9%
CCCCC1SC(N)=NC1=O (configuration not stated),-11.5,nt,-4.5%,nt,nt,nt,nt,-1.1%,0.0%
O=C(OCCN1CCOCC1)C(c1ccccc1)c1ccccc1,-3.6,-11.3,-4.8%,-13.3,-6.7,2.8%,11.4,-1.0%,0.3%
Cc1cccc(/C(N)=N/OC(=O)c2cccs2)c1,2.2,2.4,-2.7%,18.6,nt,-0.7%,-1.3,3.0%,-12.4%
CCO[C@H]1OC(C(=O)N2CCCCCCC2)=C[C@@H](c2ccc(C(F)(F)F)cc2)[C@@H]1CCCO,1.3,1.4,-0.5%,7.1,-5.8,0.2%,-2.2,-2.6%,-12.9%
Cc1ccc(OCC(=O)NNC(=O)C2CSC3(C)CCC(=O)N23)cc1 (configuration not stated),-1.4,1.3,7.4%,8.6,4.8,-0.3%,0.7,-5.7%,-0.8%
CCOC(=O)C1CCCN(C(=O)c2cc3nc(-c4ccc5c(c4)OCO5)cc(C(F)(F)F)n3n2)C1 (configuration not stated),-3.2,-3.8,2.6%,-11.4,8.6,4.2%,3.0,-7.2%,0.8%
O=C(CCN1C(=O)S/C(=C\c2ccc(F)cc2)C1=O)Nc1ccc(O)cc1C(=O)O,-4.3,-1.2,8.1%,-0.9,1.1,0.1%,-0.2,-1.4%,2.3%
COc1ccc(OC)c(C(=O)CN2C(=O)C(=O)N(C3CCCC3)C2=O)c1,-5.1,nt,6.7%,nt,nt,nt,nt,-5.5%,0.8%
Cc1ccc(C)c(Cn2cnc3c(oc4ccccc43)c2=O)c1,-11.4,-0.1,22.3%,19.5,9.1,-4.2%,4.8,-3.1%,-1.0%
COc1ccccc1CNC(=O)c1cccc(NC(=O)c2ccccc2)c1,-10.1,-3.1,-2.0%,nt,1.1,-0.4%,-0.7,-3.1%,-3.7%
CC(C)c1ccc(/C=C(/C#N)c2nnc(NC(=O)c3ccccc3)s2)cc1,-8.5,-2.4,-8.4%,17.9,-4.9,5.7%,13.3,-2.1%,0.7%
COc1ccc(C)c2sc(N(CCCN(C)C)C(=O)c3ccc(S(=O)(=O)N(C)C)cc3)nc12,-3.3,-0.1,-16.8%,-3.7,-3.0,0.5%,7.8,2.0%,3.9%
CCN(CC(=O)NCc1ccc(F)cc1)CC(O)COCc1cccc(OC)c1 (configuration not stated),-3.4,-1.1,3.2%,-14.8,-4.1,1.3%,4.5,-1.2%,3.9%
Cc1ncsc1CCOC(=O)c1ccc(N2CCOCC2)c([N+](=O)[O-])c1,1.6,-5.9,-18.4%,14.1,15.0,1.2%,16.1,2.2%,2.8%
O=C(c1ccc(Cl)cc1)N1CCn2c1nc1ccccc12,-3.8,-2.2,-9.1%,0.9,3.9,-0.2%,0.3,4.0%,-1.4%
c1ccc(Nc2cccc(Nc3ccccc3)c2)cc1,0.2,-4.0,-10.2%,0.3,nt,0.2%,1.7,5.6%,-10.9%
CCN(CC)S(=O)(=O)c1ccc(C(=O)NC2=C(C(=O)OC)SCC2)cc1,3.2,-2.2,-0.1%,-6.9,0.4,2.4%,2.7,-1.7%,0.1%
CN(c1ccccc1)S(=O)(=O)c1cccc(NC(=O)COc2ccccc2)c1,-3.2,-8.2,-1.8%,-19.1,0.5,-0.6%,11.1,3.8%,1.5%
CCc1ccc(C(=O)CSc2nc3ccccc3c(=O)[nH]2)cc1,-1.6&-10.7,-3.6,1.3%,3.8,8.0,2.6%,0.9,-1.2%,3.2%
O=C(Nn1c(-c2ccc(Br)cc2)nc2ccccc2c1=O)c1cccnc1,-10.4,-0.8,15.0%,-5.5,0.9,3.1%,9.0,4.0%,-2.2%
Cc1ccc(C(=O)NC2CCN(S(=O)(=O)c3ccc(F)cc3)CC2)cc1,-9.2,0.7,-1.4%,3.1,-3.4,-0.9%,0.3,-2.7%,0.8%
CC(C)CC1NC(=O)c2cc3ccccc3cc2-n2c1nc1ccc(F)cc1c2=O (configuration not stated),3.2,nt,0.0%,nt,nt,nt,nt,-7.4%,0.5%
O=[N+]([O-])c1ccc(CSc2nc3ccccc3o2)cc1,2.2,-1.4,-7.3%,-28.6,0.8,2.4%,9.9,3.2%,4.0%

Not all compounds are listed; count on the stated rates, not on these rows.
